# Source: PubChem (several laboratories)
# sPLA2-III inh: Blocks human group III sPLA2 activity | actives 0.56% (n = 370,000) | inhibition, % at 12.2 µM | AID 743126 | QFRET BODIPY PC-A2 liposome hydrolysis, fluorescence | Q9NZ20;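 active = inhibition above mean plus 3 SD of compounds lying within the high and low control bounds, cut at about 19% in these data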;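 also: 0% = median of test compound wells and 100% = no enzyme DMSO wells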
# proKLK7 act: activates the human kallikrein-7 zymogen; P49862; purified proKLK7, EDANS-DABCYL substrate fluorescence; 100% is mature enzyme control, 0% vehicle; activation, % at 7 µM; actives 0.9% (n = 370,000); AID 652039;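 active = activation above the mean of all tested compounds plus 3 SD, computed per campaign excluding outliers beyond control limits, cut at about 13% in these data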
# ASAP1 inh: ASAP1 ArfGAP inhibition | ASAP1-stimulated ARF1 GTP hydrolysis, GDP FP detection | actives 0.19% (n = 360,000) | Q9ULH1 | AID 624377 | inhibition, % at 16.5 µM; in the data active = inhibition above about 25%;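 also: 0% = vehicle with enzyme and substrate and 100% = no enzyme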
# Tn7 DDE FP: DD(E)-Tn7 binding inhibition, primary FP screen | actives 0.13% (n = 370,000) | AID 720508 | inhibition, % at 8.3 µM | FP displacement of FITC-Tn7 peptide from fibrin DD(E); 0% = median of compound wells per plate | P02675;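 active = inhibition above the mean of compounds falling within the control limits plus 3 SD of them, cut at about 14% in these data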;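 also: 0% = plate median of compound wells and 100% = 10 µM Aha-Tn7 peptide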
#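 assay system = human clot-derived fibrin DD(E) complex | quantity = Fibrin-DD(E) at 2 µM final | timing = 10 min preincubation, 3 h with tracer, room temperature | signal = fluorescence polarization | measure = percent inhibition | benchmarks = high control wells with 10 µM unlabelled Aha-Tn7 peptide (full inhibition) | replicates = singlicate testing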
# PLCb3 inh: blocks human PLC-beta3 enzyme activity | AID 720704 | Q01970 | inhibition, % at 12.2 µM | Purified PLC-beta3, fluorogenic substrate, fluorescence | actives 0.18% (n = 370,000); in the data active = inhibition above about 11%;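 also: 0% = median of compound wells on plate and 100% = full blocker control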
# Target sequence (Q01970 whole entry, looked up): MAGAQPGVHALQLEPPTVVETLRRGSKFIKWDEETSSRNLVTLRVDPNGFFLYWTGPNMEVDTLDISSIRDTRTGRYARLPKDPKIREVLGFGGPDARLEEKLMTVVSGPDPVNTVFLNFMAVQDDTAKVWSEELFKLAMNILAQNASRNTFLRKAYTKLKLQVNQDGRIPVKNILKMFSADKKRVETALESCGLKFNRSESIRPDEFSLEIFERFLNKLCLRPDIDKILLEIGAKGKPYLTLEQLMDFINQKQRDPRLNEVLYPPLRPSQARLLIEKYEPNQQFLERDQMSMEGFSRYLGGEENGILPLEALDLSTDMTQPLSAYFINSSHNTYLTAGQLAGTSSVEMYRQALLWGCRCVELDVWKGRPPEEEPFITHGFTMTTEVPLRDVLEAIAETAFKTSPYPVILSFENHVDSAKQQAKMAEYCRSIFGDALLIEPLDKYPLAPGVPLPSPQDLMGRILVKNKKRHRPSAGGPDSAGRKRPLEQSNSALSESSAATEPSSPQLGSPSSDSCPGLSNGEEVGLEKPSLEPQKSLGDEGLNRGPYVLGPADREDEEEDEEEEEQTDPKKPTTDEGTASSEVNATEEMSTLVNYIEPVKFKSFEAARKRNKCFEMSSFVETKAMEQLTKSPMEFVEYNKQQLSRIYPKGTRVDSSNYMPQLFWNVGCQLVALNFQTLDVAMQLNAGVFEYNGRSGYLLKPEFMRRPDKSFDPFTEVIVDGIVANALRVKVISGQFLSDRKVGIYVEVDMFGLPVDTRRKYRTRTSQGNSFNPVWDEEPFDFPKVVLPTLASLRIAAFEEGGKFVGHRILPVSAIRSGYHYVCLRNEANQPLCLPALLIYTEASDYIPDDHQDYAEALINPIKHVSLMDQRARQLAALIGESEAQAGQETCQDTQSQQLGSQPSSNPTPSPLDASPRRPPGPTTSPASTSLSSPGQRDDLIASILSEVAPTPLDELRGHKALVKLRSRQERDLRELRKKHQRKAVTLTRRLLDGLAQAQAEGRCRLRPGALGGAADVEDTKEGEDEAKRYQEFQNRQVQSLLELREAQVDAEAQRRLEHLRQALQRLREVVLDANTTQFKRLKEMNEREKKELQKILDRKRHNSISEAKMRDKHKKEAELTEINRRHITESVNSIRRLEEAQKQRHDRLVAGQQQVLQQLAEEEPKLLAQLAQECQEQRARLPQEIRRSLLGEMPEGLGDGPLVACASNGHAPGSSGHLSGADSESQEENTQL
# UHRF1 MBD2 ctr: blocks human UHRF1 binding to methylated DNA; Q96T88; UHRF1 binding to methylated oligo, TR-FRET; inhibition, % at 4.4 µM; actives 0.75% (n = 370,000); in the data active = inhibition above about 21%;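 also: UHRF1 SRA domain binding a hemimethylated CpG hairpin DNA probe; 0% = median of test compound wells and 100% = reference inhibitor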
# Tn6 DDE FP: disrupts Tn6 cyclic peptide binding to fibrin D-Dimer-E complex; P02675; Fibrin DD(E) TRITC-Tn6 fluorescence polarization displacement; inhibition, % at 8.3 µM; actives 0.21% (n = 370,000); AID 720509;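 active = inhibition above a per-campaign cutoff: mean of compounds within control limits plus 3 SD, cut at about 15% in these data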;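 also: 0% = median of all compound wells on the plate and 100% = blocking peptide control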
# NR1D1 modulator: modulators of human Rev-erb alpha DNA binding; P20393; Rev-erbα–FITC-DNA binding, fluorescence polarization, 90 min; activity, % at 10 µM; actives 0.79% (n = 370,000);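 active = activity above about 14%, limit read from the data; passing the limit was not always enough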;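 also: 0% = DMSO wells with 35 nM protein and 100% = DMSO wells with 750 nM protein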
# PLC-gamma1 inh: inhibitors of human phospholipase C gamma1; purified PLC-gamma1, fluorogenic substrate, fluorescence; actives 0.84% (n = 370,000); AID 720700; inhibition, % at 12.2 µM; P19174; in the data active = inhibition above about 9.5%
# ARFGAP1 inh: inhibitors of rat ARFGAP1; Q62848; Arfgap1-stimulated ARF1 GTP hydrolysis, GDP FP detection; inhibition, % at 16.5 µM; actives 0.26% (n = 360,000);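 active = inhibition above a per-plate limit, mean inhibition of low control wells plus 3 SD, cut at about 25% in these data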;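 also: 0% = DMSO wells with enzyme and 100% = wells lacking Arfgap1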
#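 System: truncated rat Arfgap1 GAP domain / Medium: HEPES-based buffer, pH 7.5 / Also added: N-terminally truncated human ARF1-GTP substrate / Incubation: enzyme reaction 120 min at 25 °C after 20 min preincubation / Measured by: FP of antibody-bound GDP Alexa 633 tracer, ex 620/em 688 nm / Replicates: singlicate, each compound tested once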
# An asterisk follows results filed as active; i = inactive.
SMILES,sPLA2-III inh,proKLK7 act,ASAP1 inh,Tn7 DDE FP,PLCb3 inh,UHRF1 MBD2 ctr,Tn6 DDE FP,NR1D1 modulator,PLC-gamma1 inh,ARFGAP1 inh
CCOC(=O)c1[nH]c2ccc(Br)cc2c1NC(=O)CCN1CCC(C)CC1,-8,0.4,0,7,-1,-1,0,1,-5,3
COc1ccc(Cl)cc1C(=O)NCc1cnn(C)c1C,3,0.1,-16,4,2,-1,1,0,0,-4
O=C(NC1CCCCCCC1)c1cccs1,3,-0.1,1,-4,-2,-2,-1,3,-1,2
COC(=O)c1cc(/C=C/c2ccccc2)on1,1,-8.8,-9,11,-36,-4,-2,-1,-26,-2
Oc1ccc(N=Nc2ccc3ccccc3c2)cc1,-36,-0.6,16,-4,-1,-1,5,-2,4,11
COc1ccccc1CCC(=O)OCC(=O)N1CCN(S(=O)(=O)c2ccc(C)cc2C)CC1,-2,0.8,4,4,2,2,0,3,1,9
CCC1(CC)C(=O)Nc2ccccc21,5,-0.5,-6,5,9,0,0,3,3,0
O=C(c1ccccc1)N1CCC2(CC1)NCCc1[nH]cnc12,12,0.5,12,-3,-7,0,-5,3,0,4
Fc1ccc(Cn2cnc3ccccc32)cc1,2,-0.1,-3,-2,-2,-1,-4,1,1,-13
O=C(c1ccco1)N1CCN(Cc2nnc(-c3cccc(Br)c3)o2)CC1,0,0.2,3,-1,-8,-1,0,-2,-1,1
COc1ccc(C(=O)N/C(=C\c2cn(C)c3ccccc23)C(=O)OCCN(C)C)cc1,-13,0.7,0,-2,-2,-1,0,0,2,6
COC(=O)N(C)C[C@H]1OCc2cnnn2CCCC(=O)N([C@H](C)CO)C[C@@H]1C,8,0.1,4,8,3,-1,4,0,0,3
Cc1cccc(NC(=S)NC(=O)c2cccs2)n1,12,4.5,7,2,4,-1,5,-1,1,2
Cc1cc(C)n(-c2ccc(C(=O)N3CCN(S(=O)(=O)c4cccc(Br)c4)CC3)cc2)n1,-8,0.1,5,-2,-5,3,5,0,2,1
CC(NC(=O)Nc1ncccn1)(C(F)(F)F)C(F)(F)F,6,0.3,-12,6,0,1,-7,3,1,7
O=c1[nH]nc(SCCS(=O)(=O)c2ccc(F)cc2)n1-c1ccccc1C(F)(F)F,1,0.1,6,-7,-4,-1,0,-6,3,12
Cc1ccc(OCCCC(=O)NNC(=O)c2ccncc2)cc1,2,-0.2,1,-1,-4,-1,10,5,2,20
Cc1ccc(C(=O)N2CCN(S(=O)(=O)c3ccccc3[N+](=O)[O-])CC2)o1,6,0.1,6,-3,-8,2,-8,-4,1,10
CCCC(=O)NCCc1cc2ccc(OC)cc2[nH]c1=O,2,0.8,1,2,0,3,-7,-2,1,4
CC[C@@H](C)[C@@H]1CN([C@@H](CN2CCC[C@H]2CN2C(N)=NC[C@H]2CC(C)C)C(C)C)C(=N)N1CCCC1CCCC1,-1,0.1,11,-15,2,-1,-4,-8,3,8
ON1C(c2ccc(Cl)cc2Cl)N(O)[C@H]2CCCC[C@H]21 (stereo partly specified),8,-0.7,2,6,-1,-3,1,-8,1,5
COC(=O)c1cc(Cl)c(NC(=O)/C=C/c2ccc(OC)c(OC)c2)cc1OC,6,-64,4,2,-388,1,-6,1,-238,13
O=C(O)c1ccc(N2C(=O)CC(N3CCC(c4nc5ccccc5[nH]4)CC3)C2=O)cc1 (stereo unspecified),-1,0.0,-1,2,-3,0,-4,-1,-1,2
CC(=O)Nc1cc(C(C)C)c(O)c(C(C)C)c1,2,0.5,7,-1,0,4,4,1,0,-13
COC(=O)c1cccc(CSc2nc(-c3ccccc3)c(C#N)c(=O)[nH]2)c1,-59,0.7,11,5,-17,1,-8,5,3,6

# Arranged by molecular weight (lowest first): part of the list above
SMILES,sPLA2-III inh,proKLK7 act,ASAP1 inh,Tn7 DDE FP,PLCb3 inh,UHRF1 MBD2 ctr,Tn6 DDE FP,NR1D1 modulator,PLC-gamma1 inh,ARFGAP1 inh
Fc1ccc(Cn2cnc3ccccc32)cc1,2,-0.1,-3,-2,-2,-1,-4,1,1,-13
COC(=O)c1cc(/C=C/c2ccccc2)on1,1,-8.8,-9,11,-36,-4,-2,-1,-26,-2
O=C(NC1CCCCCCC1)c1cccs1,3,-0.1,1,-4,-2,-2,-1,3,-1,2
Oc1ccc(N=Nc2ccc3ccccc3c2)cc1,-36,-0.6,16,-4,-1,-1,5,-2,4,11
COc1ccc(Cl)cc1C(=O)NCc1cnn(C)c1C,3,0.1,-16,4,2,-1,1,0,0,-4
O=C(c1ccccc1)N1CCC2(CC1)NCCc1[nH]cnc12,12,0.5,12,-3,-7,0,-5,3,0,4
CC(NC(=O)Nc1ncccn1)(C(F)(F)F)C(F)(F)F,6,0.3,-12,6,0,1,-7,3,1,7
ON1C(c2ccc(Cl)cc2Cl)N(O)[C@H]2CCCC[C@H]21 (stereo partly specified),8,-0.7,2,6,-1,-3,1,-8,1,5
Cc1ccc(OCCCC(=O)NNC(=O)c2ccncc2)cc1,2,-0.2,1,-1,-4,-1,10,5,2,20
COC(=O)c1cccc(CSc2nc(-c3ccccc3)c(C#N)c(=O)[nH]2)c1,-59,0.7,11,5,-17,1,-8,5,3,6
Cc1ccc(C(=O)N2CCN(S(=O)(=O)c3ccccc3[N+](=O)[O-])CC2)o1,6,0.1,6,-3,-8,2,-8,-4,1,10
COC(=O)c1cc(Cl)c(NC(=O)/C=C/c2ccc(OC)c(OC)c2)cc1OC,6,-64,4,2,-388,1,-6,1,-238,13
O=C(c1ccco1)N1CCN(Cc2nnc(-c3cccc(Br)c3)o2)CC1,0,0.2,3,-1,-8,-1,0,-2,-1,1
O=C(O)c1ccc(N2C(=O)CC(N3CCC(c4nc5ccccc5[nH]4)CC3)C2=O)cc1 (stereo unspecified),-1,0.0,-1,2,-3,0,-4,-1,-1,2
O=c1[nH]nc(SCCS(=O)(=O)c2ccc(F)cc2)n1-c1ccccc1C(F)(F)F,1,0.1,6,-7,-4,-1,0,-6,3,12
COc1ccccc1CCC(=O)OCC(=O)N1CCN(S(=O)(=O)c2ccc(C)cc2C)CC1,-2,0.8,4,4,2,2,0,3,1,9
Cc1cc(C)n(-c2ccc(C(=O)N3CCN(S(=O)(=O)c4cccc(Br)c4)CC3)cc2)n1,-8,0.1,5,-2,-5,3,5,0,2,1

# Next part:
SMILES,sPLA2-III inh,proKLK7 act,ASAP1 inh,Tn7 DDE FP,PLCb3 inh,UHRF1 MBD2 ctr,Tn6 DDE FP,NR1D1 modulator,PLC-gamma1 inh,ARFGAP1 inh
CCN(CC)CCCNC(=S)N(CCO)Cc1cc2cc3c(cc2[nH]c1=O)OCO3,0,0.2,-4,0,-20,-1,-6,-5,-18,-1
Cc1ccc(N=Nc2c(C)[nH]n(C(N)=S)c2=O)cc1,3,0.3,-4,-5,4,-12,0,-11,-2,1
O=C(CNS(=O)(=O)c1ccc(Cl)c(C(F)(F)F)c1)NC1CCCCCC1,-35,-0.3,-6,2,-6,-1,-7,2,-5,10
C#CCCOC(=O)N1C2=NC(C(=O)OC)=C(C(=O)OC)[C@@H]3Nc4ccccc4[C@]23C[C@H]1C(=O)OC,6,0.8,10,2,1,0,6,-5,0,-6
CSc1cccc(CN2CCC(Oc3ccc(C(=O)N4CCCCC4)cc3)CC2)c1,-18,0.4,3,0,-9,1,14,-2,1,9
CCOc1ccc2oc(C(=O)N3CCCN(C)CC3)c(C)c2c1,0,1.1,-2,-3,-11,-1,3,7,-3,-11
Cc1cc(N2C(=O)C(=O)/C(=C(/O)c3ccc(F)cc3)C2c2ccc(Cl)cc2)no1 (stereo unspecified),-2,0.4,1,0,-7,3,2,1,-5,5
CCCCn1c(SCC(=O)NCc2ccco2)nc2ccc(N3CCOCC3)cc2c1=O,9,15*,7,4,i,-1,5,-1,i,16
COc1ccc(NC(=S)NC(=O)c2cc3ccccc3o2)c(OC)c1,2,-0.3,-5,-12,-11,1,-1,-10,3,-3
COc1cc(CN2CCC(C(=O)N3CCC(C)CC3)CC2)cc(Br)c1O,-8,0.2,6,0,-1,-2,9,2,-2,-11
Cc1ccsc1C(=O)N1CCC1(C)C(=O)NCc1cccc2ccccc12 (stereo unspecified),-8,0.7,-6,7,0,-1,0,8,0,6
O=C(NCC1CCCCC1)c1cccc(S(=O)(=O)N2CCCC2)c1,2,-0.3,2,0,-6,1,-7,-2,1,-9
CCn1cc(-c2cc(C(=O)O)on2)c(C)n1,7,0.6,-1,5,-3,5,1,-3,1,5
CC(C)CN1CCC(=O)N(CCSc2ccccc2)CC1,5,0.0,-3,5,4,2,4,4,1,6
CCOC(=O)c1c(NC(=O)COC(=O)c2nc(Cl)ccc2Cl)sc(C(=O)N(C)C)c1C,14,-0.2,8,-2,-5,2,4,-3,-2,11
CC(C)(C)OC(=O)NCCCCc1cn(CC(=O)N2CCN(C(=O)OC(C)(C)C)CC2)nn1,8,0.2,15,-5,1,1,-1,1,-5,4
CC(C(=O)Nc1ccc2c(c1)OCCO2)N(c1ccccc1)S(C)(=O)=O (stereo unspecified),15,0.4,0,0,-11,2,-9,0,2,-4
CCCC1=NN(c2ccc([N+](=O)[O-])cc2)C(=O)/C1=C/N(C)C,-5,-0.3,-1,-2,2,-4,1,-3,2,3
O=C1NC(=S)SC1=Cc1ccc2c(c1)OCO2,4,-0.5,-6,-2,-1,0,6,-3,4,-8
COc1cc(/C=C(\C#N)C(=O)NC2CCCCC2)ccc1OCc1ccc(C(=O)O)cc1,-17,0.4,-2,-5,-3,-1,-1,5,-7,6
O=C(CCC(=O)OCC(=O)c1cccc([N+](=O)[O-])c1)NC1CCCCC1,8,0.8,-3,7,-7,1,6,3,1,3
N#CCCC(CCC#N)(CCC#N)c1cc[n+](CCc2ccccn2)cc1,8,-0.4,-10,-3,2,2,1,0,0,-2
COc1ccc(OC)c(/C=N/NC(=O)C(=O)N/N=C/c2cc(OC)ccc2OC)c1,0,3.4,1,2,-23,-1,-1,2,-13,15
CCSc1c([N+](=O)[O-])c(=O)n(-c2ccccc2)c2ccccc12,0,-0.3,-14,1,-8,1,6,-2,-3,-2
COC(=O)c1cnc(N2CCCN(S(=O)(=O)c3ccccc3)CC2)nc1C(F)(F)F,-2,1.6,-7,-1,-26,2,-4,3,-12,-1
COc1cccc(/C=N/Nc2nnc3c(n2)[nH]c2ccccc23)c1OC,-1,0.2,-8,2,-18,-6,7,-1,-8,-1
O=C(COc1ccc(Cl)cc1Cl)Nc1ccccc1NS(=O)(=O)c1cccs1,0,0.8,3,0,6,-3,-14,-4,3,3
